Source: PubChem BioAssay (National Center for Advancing Translational Sciences (NCATS))
POLK inh: DNA polymerase kappa (human) inhibition; Q9UBT6; purified Pol kappa, fluorescent DNA synthesis assay, 10 min; Potency, µM (highest dose often 107 µM), for inactives: at the top dose activity, negative = inhibition, most hits filed as inhibitors; actives 0.53% (n = 400,000); AID 588579; further: potency means the concentration at half of the fitted maximal effect; on the % scale 0 is the no-effect control and ±100 the full control effect
Target sequence (Q9UBT6 whole entry, looked up): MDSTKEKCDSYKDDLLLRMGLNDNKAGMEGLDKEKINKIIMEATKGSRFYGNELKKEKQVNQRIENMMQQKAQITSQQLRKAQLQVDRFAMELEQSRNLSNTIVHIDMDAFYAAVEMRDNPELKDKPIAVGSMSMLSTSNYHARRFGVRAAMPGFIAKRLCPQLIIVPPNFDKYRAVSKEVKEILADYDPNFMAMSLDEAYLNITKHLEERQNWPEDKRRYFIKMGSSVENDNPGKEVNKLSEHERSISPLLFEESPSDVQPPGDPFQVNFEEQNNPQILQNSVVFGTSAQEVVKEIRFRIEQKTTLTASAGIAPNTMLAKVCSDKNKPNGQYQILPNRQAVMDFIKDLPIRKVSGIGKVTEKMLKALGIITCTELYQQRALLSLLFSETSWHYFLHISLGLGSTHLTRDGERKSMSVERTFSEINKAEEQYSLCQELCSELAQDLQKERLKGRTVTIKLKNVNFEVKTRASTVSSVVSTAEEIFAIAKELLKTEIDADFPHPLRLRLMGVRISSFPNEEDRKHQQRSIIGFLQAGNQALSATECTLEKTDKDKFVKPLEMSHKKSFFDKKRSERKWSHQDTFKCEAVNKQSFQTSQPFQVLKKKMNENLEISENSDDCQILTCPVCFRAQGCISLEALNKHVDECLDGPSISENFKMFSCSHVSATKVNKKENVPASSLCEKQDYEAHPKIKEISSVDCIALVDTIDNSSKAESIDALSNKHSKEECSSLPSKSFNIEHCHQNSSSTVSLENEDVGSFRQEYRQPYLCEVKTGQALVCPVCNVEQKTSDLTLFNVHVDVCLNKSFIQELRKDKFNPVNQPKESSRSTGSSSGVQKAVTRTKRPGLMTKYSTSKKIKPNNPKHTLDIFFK
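10 nM Pol kappa was preincubated with compounds for 15 min at room temperature. Reaction started with 50 nM (final) substrate. Fluorescence read kinetically at 0 and 10 min.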
Glioma ERSR ind: ER stress response induction in glioma; Potency, µM, for the others: at the top dose activation, actives largely listed as activators; U87-MG GRP78 promoter luciferase reporter, 16 h; actives 0.02% (n = 420,000); further: potency means the concentration at half of the fitted maximal effect; series mostly up to about 76 µM; % of control where 0% means no effect; nearly all actives have a fitted effect of over 35% in size
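Stably transfected U87-MG human glioma cells carrying a GRP78-based luminescent sensor were seeded at 1000 cells/well, pin-dosed with compounds and incubated 16 h. Luciferase reagent was then added, and end-point luminescence was read after 10 min at room temperature.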
Pol beta inh: blocks human DNA polymerase beta activity. P06746. Pol beta primer extension/strand displacement, fluorescence kinetic. Potency, µM (titrated, usually from 114 µM), without a hit: at the highest dose activity change, negative = inhibition, hits mostly inhibitors. actives 1.3% (n = 340,000). AID 485314; further: potency means the concentration at half of the fitted maximal effect; on the % scale 0 is the no-effect control and ±100 the full control effect
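Enzyme-only controls used 10 nM Pol beta; buffer lacking enzyme served as negative control. Compound preincubated 15 min, then 50 nM substrate added; 0 and 10 min reads at room temperature.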
BLM inh: inhibitors of human Bloom syndrome helicase BLM; P54132; recombinant BLM DNA unwinding, fluorescence dequenching; Potency, µM (series often up to 56.1 µM), without a hit: at the top dose activity change, negative = inhibition, most hits filed as inhibitors; actives 0.2% (n = 350,000);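 further: potency means the concentration at half of the fitted maximal effect; plate controls were vehicle for no effect and no enzyme for full effect; nearly all actives have a fitted effect of over 35% in size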
APE1 inh: blocks human APE1 abasic DNA cleavage. Potency, µM (doses to about 65.8 µM), without a hit: at the highest dose activity change, negative = inhibition, hits mostly inhibitors. AID 2517. actives 0.35% (n = 350,000). recombinant APE1, TAMRA/BHQ-2 abasic DNA cleavage fluorescence;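 further: potency means the concentration at half of the fitted maximal effect; plate controls were vehicle for no effect and reference inhibitor for full effect; nearly all actives have a fitted effect of over 55% in size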
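Substrate: short duplex with […] THF abasic site, 5'-TAMRA and 3'-BHQ-2, 50 nM final. APE1 at 0.75 nM, preincubated 15 min RT with compound. Fluorescence increase from first to third read measured activity.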
POLH inh: blocks human DNA polymerase eta activity. Q9Y253. recombinant Pol eta, fluorescent DNA replication assay. Potency, µM (doses to about 114 µM), for inactives: at the highest dose activity change, negative = inhibition, usual class: inhibitors. actives 1.2% (n = 390,000). AID 588591; further: potency means the concentration at half of the fitted maximal effect; on the % scale 0 is the no-effect control and ±100 the full control effect
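Fluorescent replication assay: 50 nM final substrate added after a 15 min room-temperature compound preincubation with 10 nM enzyme. Signal taken at 0 min and again at 10 min.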
LDHA inh: inhibitors of human lactate dehydrogenase A. purified LDHA, NADH/diaphorase-resazurin fluorescence; hits give low values. activity change, % (values are at about 110 or 230 µM). P00338. actives 0.15% (n = 480,000). AID 1347041; in the data active means activity change below about -30%; inconclusive means mostly about -25% to -30%;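 further: plate controls were DMSO wells for no effect and wells without enzyme for full effect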
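LDH5 2 nM; NADH 0.06 mM, pyruvate 0.2 mM; 200 mM Tris pH 7.4, EDTA, Tween-20; 5 min RT. Detection: diaphorase 0.133 mg/mL + resazurin 37 µM, fluorescence ex540/em590 at 0 and 20 min; normalized to enzyme-free and DMSO wells.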
Anesthetic bind: binds horse apoferritin like a general anesthetic. P02791. apoferritin/1-aminoanthracene competitive binding, fluorescence. Potency, µM (series often up to 77.5 µM), without a hit: at the top dose activity change, negative = displacement, hits mostly inhibitors. actives 0.074% (n = 350,000). AID 485281; further: potency means the concentration at half of the fitted maximal effect; on the % scale 0 is the no-effect control and ±100 the full control effect; nearly all actives have a fitted effect of over 20% in size
Target sequence (P02791 2-175 limits assumed): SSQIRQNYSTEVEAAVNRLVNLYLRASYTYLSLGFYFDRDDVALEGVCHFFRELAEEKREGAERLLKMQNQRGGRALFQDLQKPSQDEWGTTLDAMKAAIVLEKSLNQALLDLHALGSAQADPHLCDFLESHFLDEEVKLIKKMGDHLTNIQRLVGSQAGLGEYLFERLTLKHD
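In PBS, apoferritin at 10 uM is loaded with 1-AMA from a 50% saturated solution. After 10 min of compound exposure at ambient temperature, reduced 535 nm fluorescence indicates probe displacement.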
POLI inh: blocks human DNA polymerase iota activity; Pol iota fluorescent replication assay, 10 min; AID 588590; Q9UNA4; Potency, µM (doses to about 115 µM), without a hit: at the top dose activity, negative = inhibition, most hits filed as inhibitors; actives 1% (n = 390,000); further: potency means the concentration at half of the fitted maximal effect
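Pol iota at 10 nM preincubated 15 min with compounds at room temperature; reaction started with fluorescent substrate, 50 nM final. Fluorescence read kinetically at 0 and 10 min; buffer-only wells as negative control.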
Starred values were filed as active, the others as inactive; ? = inconclusive; . = no result given; & = joins results of further samples; [ ] = remark or other dose. Unless noted, the call rests on the fitted dose curve; in most records, active means well fitted curve in the direction sought with a large enough effect; inconclusive means small, poorly fitted or top-dose-only effect, or another doubt; inactive means no such curve, though single readings can be large; an effect the other way counts as inactive or inconclusive.

SMILES	POLK inh	Glioma ERSR ind	Pol beta inh	BLM inh	APE1 inh	POLH inh	LDHA inh	Anesthetic bind	POLI inh
CC(=O)c1ccc(N(C(=O)CNC(=O)c2ccco2)C(C(=O)NC2CCCC2)c2ccc(C)o2)cc1 (stereo not given)	3.9%	-1.9%	34.1%	-5.3%	10.2%	-4.5%	-6.8	-6.9%	128.1%[activator]
COc1cc(S(=O)(=O)Nc2ccccc2C(=O)N2CCCCC2)ccc1NC(C)=O	-9.6%	-3.4%	.	.	16.5%	-16.7%	-2.9	.	2.5%
COc1ccc(OC)c(C2=Nn3c(nnc3-c3cc(OC)c(OC)c(OC)c3)SC2)c1	-17.9%	4.9%	-16.7%	1.6%	-4.8%	-10.0%	0.6	?	-7.9%[58.9 µM]
Cc1cccc([C@@H]2[C@@H]3C(=O)N(Cc4ccccc4)C(=O)[C@@H]3[C@]3(Cc4ccc(Cl)cc4)C(=O)N(c4cccc(Br)c4)C(=O)N23)c1	10.5%	-5.3%	-1.1%	-4.2%	26.4%	-8.7%	-1.3	-15.6%	13.1%
CCN(CC)S(=O)(=O)c1ccc(Cl)c(C(=O)Nc2cc(C)nn2-c2ccccc2)c1	-14.9%	-5.1%	22.6%	-5.4%	4.8%	-9.3%	0.3	-5.2%	-14.8%
COc1cccc(OCCN2CCN(c3ncnc4c3cnn4-c3ccccc3)CC2)c1	-9.6%	-1.3%	-0.3%	8.2%	2.4%	-11.2%	-2.0	51.3%[activator]	6.1%
Cc1noc(C)c1COc1ccc(C(=O)OCC(=O)Nc2ccc3c(c2)OCO3)cc1	-19.0%	-0.5%	0.8%	-2.6%	?	-8.0%	-1.9	-6.6%	3.1%
COc1ccc(C2=NOC(C(=O)NCc3ccco3)C2)cc1 (stereo not given)	-5.3%	-0.9%	-18.7%	-2.1%	5.2%	-2.8%	-3.7	-10.5%	-12.9%
Cc1ncc([N+](=O)[O-])n1Cc1ccccc1F	1.8%	-0.1%	2.8%	-1.8%	-0.4%	-18.9%	-0.1	-8.1%	9.1%
CC(C)(C)c1nc2cc(Cl)c([N+](=O)[O-])cc2o1	-15.5%	-4.2%	22.7%	-3.6%	2.5%	-8.8%	-0.3	-15.1%	117.7%[activator]
Cc1ccc(OCc2nc3ccccc3n2CCOc2ccc(Cl)cc2)cc1	-7.9%	-3.0%	21.9%	-13.0%	.	-9.9%	0.1	71.5%[activator]	26.9%
COc1ccc(NC(=O)C2CCN(C(=O)[C@@H]3Cc4ccccc4CN3C(=O)OC(C)(C)C)CC2)cc1	1.2%	5.0%	28.6%	-5.4%	-5.1%	-5.2%	-3.0	0.5%	19.2%
COc1ccc(CN2CCN(C(=O)C3CCN(C(=O)Nc4ccccc4)CC3)CC2)cc1OC	-4.3%	-0.9%	.	.	41.5%	-15.8%	0.4	.	29.4%
O=P(CO)(Cc1ccccc1)Cc1ccccc1	-4.5%	-3.3%	-4.0%	-3.2%	12.8%	-17.1%	-7.4	-7.0%	18.6%
CCN(CCO)C(=O)CC(c1ccccc1)c1cc(Br)ccc1O (stereo not given)	-6.6%	1.1%	-10.3%	3.1%	-7.6%	-12.8%	-10.7	-5.2%	13.5%
Cc1ccccc1NC(=O)/C(C#N)=C\c1ccsc1	-2.4%	3.8%	-23.9%	-1.9%	4.1%	-12.8%	-5.1	7.3%	13.2%
CCCCCc1nc2c(c3c1CCCC3)CCCC2	5.8%	-3.0%	48.5%	-0.2%	1.4%	-14.3%	2.1	-7.0%	8.9%
CSCC[C@H](NC(=O)N1CCn2c1nc1ccccc12)C(=O)NC1CC1	-4.3%	-1.5%	-0.8%	1.3%	61.8%[activator]	0.8%	-6.4	-5.5%	11.6%
COCCn1c(CN(Cc2ccccc2)Cc2ccccc2)nc2c1c(=O)n(C)c(=O)n2C	0.8%	-4.1%	9.1%	-7.2%	12.7%	-12.6%	-2.2	-15.3%	17.9%
Cc1ccc(CN2C(=O)/C(=C3\SC(N4CCOCC4)=NC3=O)c3cc(Br)ccc32)cc1	.	.	32.3%	-13.0%	24.4%	.	.	-17.5%	.
O=C(Cn1cnc2c(nnn2-c2ccccc2)c1=O)NCc1ccco1	-7.4%	-3.4%	-11.2%	-1.6%	-1.6%	-16.6%	1.9	-11.4%	10.6%
CC(C)NS(=O)(=O)c1ccc(OCC(=O)Nc2cccc3ccccc23)cc1	-11.0%	-1.0%	4.2%	-3.8%	10.5%	-4.2%	-6.2	8.7%	18.1%
CCN(C(=O)c1cc2c(s1)-c1ccccc1S(=O)(=O)C2)c1cc(OC)ccc1OC	-4.5%	-3.1%	19.5%	-1.0%	28.2%	-8.7%	2.4	?	-2.8%
CCOC(=O)c1sc(-c2ccccc2)cc1NC(=O)CSc1nnnn1C	-2.1%	-2.3%	14.0%	-7.8%	-1.2%	-20.7%	-0.9	-21.5%	?
O=C1c2cccc3cccc(c23)C(=O)N1CC1CCN(S(=O)(=O)c2ccccc2)CC1	2.5%	-0.4%	.	.	.	-20.1%	-5.6	.	25.8%

6 entries from above, in markdown:
| SMILES | POLK inh | Glioma ERSR ind | Pol beta inh | BLM inh | APE1 inh | POLH inh | LDHA inh | Anesthetic bind | POLI inh |
| --- | --- | --- | --- | --- | --- | --- | --- | --- | --- |
| Cc1ccc(CN2C(=O)/C(=C3\SC(N4CCOCC4)=NC3=O)c3cc(Br)ccc32)cc1 | . | . | 32.3% | -13.0% | 24.4% | . | . | -17.5% | . |
| O=C(Cn1cnc2c(nnn2-c2ccccc2)c1=O)NCc1ccco1 | -7.4% | -3.4% | -11.2% | -1.6% | -1.6% | -16.6% | 1.9 | -11.4% | 10.6% |
| CC(C)NS(=O)(=O)c1ccc(OCC(=O)Nc2cccc3ccccc23)cc1 | -11.0% | -1.0% | 4.2% | -3.8% | 10.5% | -4.2% | -6.2 | 8.7% | 18.1% |
| CCN(C(=O)c1cc2c(s1)-c1ccccc1S(=O)(=O)C2)c1cc(OC)ccc1OC | -4.5% | -3.1% | 19.5% | -1.0% | 28.2% | -8.7% | 2.4 | ? | -2.8% |
| CCOC(=O)c1sc(-c2ccccc2)cc1NC(=O)CSc1nnnn1C | -2.1% | -2.3% | 14.0% | -7.8% | -1.2% | -20.7% | -0.9 | -21.5% | ? |
| O=C1c2cccc3cccc(c23)C(=O)N1CC1CCN(S(=O)(=O)c2ccccc2)CC1 | 2.5% | -0.4% | . | . | . | -20.1% | -5.6 | . | 25.8% |

Remaining list, next part
SMILES	POLK inh	Glioma ERSR ind	Pol beta inh	BLM inh	APE1 inh	POLH inh	LDHA inh	Anesthetic bind	POLI inh
Cc1ccc(C)c(NC(=O)c2cc(=O)c3cc(C)cc(C)c3o2)c1	-13.1%	-0.1%	6.8%	-3.2%	.	-16.4%	-2.2	-0.2%	24.6%
COc1cc2nc(/C=C/c3ccc(N(C)C)cc3)sc2cc1SC	-7.7%	2.1%	34.6%	-14.6%	13.4%	-5.7%	3.1	0.0%	62.3%[activator]
O=C(COc1ccccc1C(=O)Nc1ccccc1)Nc1ccccc1-c1ccccc1	-7.4%	0.0%	.	.	.	.	3.0	.	?
O=C(CNc1cc(S(=O)(=O)N2CCCC2)ccc1OCC(F)(F)F)Nc1cc(Cl)cc(Cl)c1	.	.	-11.5%	1.0%	3.5%	.	.	-8.8%	.
N#Cc1ccccc1NC(=O)C(=O)NCC1CCCN1S(=O)(=O)c1cccs1 (stereo not given)	-8.4%	-4.3%	.	.	2.4%	-4.5%	-3.9	.	19.1%
CCOCCCN(C(=O)Cn1nnc(-c2ccc(C)o2)n1)C(C(=O)NC1CCCC1)c1ccc(C)o1 (stereo not given)	4.7%	-1.5%	28.4%	-4.4%	35.7%	-19.9%	-1.4	-10.8%	47.7%[activator]
CCC(C)NC(=O)c1ccc(-n2c(=S)[nH]c3ccccc3c2=O)cc1 (stereo not given)	0.1%	-4.1%	-1.4%	0.6%	3.1%	-2.0%	-0.3	-9.6%	59.6%[activator]
COC(=O)c1sc(NC(=S)NC(=O)c2ccccc2)nc1C	-0.6%	0.5%	10.9%	1.8%	2.0%	-15.0%	-9.5	-1.6%	-12.3%
CC[C@H](C)[C@@H](NC(=O)O[C@@H]1C(=O)c2cc(Br)ccc2O[C@H]1c1cccc(OC)c1)C(=O)OC	-2.2%	-3.8%	6.3%	-2.3%&-5.8%	17.7%&8.3%	-16.0%	-3.5	-18.7%	-3.3%
CSc1cccc(NC(=O)c2nnn(Cc3ccccc3)c2N)c1	-5.5%	4.1%	2.6%	-3.6%	-5.6%	-4.3%	-6.2	?	0.4%
Cc1ccc(C)c(N2CCN(C(=O)Cn3ncn4cccc4c3=O)CC2)c1	-10.4%	-2.1%	?	-0.9%	41.3%	-4.4%	-9.2	-13.4%	-8.4%
O=C(CSc1nc2c([nH]c3ccccc32)c(=O)n1-c1ccccc1)N1CCOCC1	0.9%	-5.7%&-1.0%	?	-2.7%&0.3%	-2.9%	-16.9%&-7.0%	-9.2&0.5	-4.0%&2.6%	20.6%&29.0%
COC(=O)[C@]1(C)N[C@H](c2ccc(SC3CCCCC3)c(OC)c2)[C@@H]2C(=O)N(C)C(=O)[C@@H]21	-4.2%	-3.5%	.	.	1.4%	-23.4%	-1.2	.	18.8%
CCOCCCNCc1cc(Br)ccc1OCC	4.5%	-0.3%	-1.3%	-9.8%	-2.7%	2.2%	-3.0	-3.9%	11.9%
O=C(Nc1ccccc1)C1(c2ccccc2)CC1(Cl)Cl (stereo not given)	-5.2%	-3.8%	-4.6%	-9.2%	-6.6%	-19.4%	7.9	?	13.6%
CC1=CC(C)(C)N(C(=O)C(C)N2C(=O)c3ccccc3C2=O)c2c(C)cc(C)cc21 (stereo not given)	.	.	7.4%	-10.0%	-1.5%	.	.	?	.
Cc1ccccc1NC(=O)CSc1nc2ccccc2c(=O)n1C	?	-3.6%	-17.3%	-7.3%	37.0%	-10.4%	-8.7	-14.3%	130.5%[activator]

These rows are one share of the data (hit frequency here may not be typical).
